M17LAP inhibition – P. falciparum M17LAP inhibitors, primary screen, biochemical, fluorogenic H-Leu-NHMec substrate, 1536-well (AID 1619). recombinant M17LAP, H-Leu-NHMec fluorogenic kinetic assay; higher % means a stronger effect. one-dose inhibition, % at 30 µM; IC50 in µM for titrated hits. 220,000 compounds, 0.38% hits;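 active = compound inhibiting the enzyme by more than half at any dose during confirmatory dose-response retesting; inconclusive = strong single-dose inhibitors picked by rank but not retested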;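 note: plate controls were full reaction with DMSO carrier for no effect and no enzyme background for full effect; strong numbers were not always called active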
CSM14.1 death rescue – protection against thapsigargin-triggered cell killing – 384-well, CSM14.1, ATP luminescence, primary screen (AID 1222); one-dose cellular ATP content (survival), % at 20 µM; EC50 in µM for titrated hits; CSM14.1 thapsigargin-induced death rescue, ATP luminescence; higher % means a stronger effect; 190,000 tested, under 10 active;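 active = EC50 below 50 µM in the dose-response confirmation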;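 note: death triggered by thapsigargin at about 15 µM added after 2 h compound pretreatment; cell ATP read after overnight thapsigargin exposure of roughly 18 to 22 hours; normalized against plate controls of thapsigargin alone and 5% DMSO vehicle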
Myeloid diff MLP – promotes myeloid progenitor differentiation | ER-HoxA9 myeloid progenitors, lysozyme-GFP differentiation, flow cytometry | calls only at 10 µM | 360,000 compounds, 1% hits;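 active = normalized GFP-positive differentiation at or above the plate's own cutoff, the solvent-only control mean plus 3 SD; inconclusive = no clear call, values can overlap the other calls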;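 note: cells exposed to compound for four days before flow analysis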
human PMI inhibition – inhibitors of human PMI, primary screen, biochemical, fluorescence intensity, coupled assay (AID 1209) | purified PMI enzyme, coupled fluorescence intensity; higher % means a stronger effect | one-dose inhibition, % at 20 µM; IC50 in µM for titrated hits | 190,000 compounds, 0.42% hits;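 note: plate controls were DMSO vehicle for no effect and wells lacking substrate for full effect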
XIAP antagonists – XIAP antagonists, biochemical, IAP family, fluorescence polarization (AID 1018) | displacement, % at 20 µM, or IC50 in µM where a hit was titrated | 200,000 compounds, 0.007% hits | XIAP BIR domain, fluorescence polarization peptide displacement; higher % means a stronger effect; in the data active = displacement above about 50%; note: a part of the inactive calls stands beside numbers as strong as those of hits
M1AAP inhibition – malaria alanyl aminopeptidase activity blockers – biochemical, fluorogenic H-Leu-NHMec substrate, 1536-well (AID 1445); recombinant M1AAP, H-Leu-NHMec fluorogenic kinetic assay; higher % means a stronger effect; inhibition, % at 30 µM, or IC50 in µM where a hit was titrated; 220,000 compounds, 0.42% hits;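 active = primary inhibition above the hit cutoff, then over 50% inhibition at one or more dose response concentrations, cut at about 23% in these data, passing the limit was not always enough; inconclusive = conflicting primary data, or primary hits not chosen for dose response; inactive = low primary inhibition, or under 50% at every dose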;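 note: plate controls were DMSO full reaction for no effect and no enzyme background for full effect; strong numbers were not always called active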
TNAP activators – stimulation of alkaline phosphatase TNAP activity – biochemical, luminescent, no phosphate acceptor, uHTS, primary screen (AID 1001); purified TNAP, luminescent activation assay, no phosphate acceptor; higher activation fold means a stronger effect; one-dose activation fold at 20 µM; EC50 in µM for titrated hits; 200,000 compounds, 0.03% hits; in the data active = activation fold from about 3, or a potency from the dose series; inactive = the rest, 99 in 100 with activation fold below about 1.6; note: many of its hits are not listed in these tables
PMI inhibition – human PMI inhibitors, high substrate, primary screen, biochemical, fluorescence intensity, high mannose 6-phosphate (AID 1220). recombinant PMI enzyme, coupled fluorescence intensity; higher % means a stronger effect. one-dose inhibition, % at 20 µM; IC50 in µM for titrated hits. 190,000 compounds, 0.66% hits
LYP inhibition – PTPN22 lymphoid phosphatase activity blockers – biochemical, fluorescence intensity, uHTS (AID 1779). recombinant LYP phosphatase, fluorescence intensity; higher % means a stronger effect. inhibition, % at 11.5 µM; hits with a dose series show IC50 in µM. 290,000 compounds, 0.054% hits;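 note: plate controls were vehicle with enzyme for no effect and no enzyme for full effect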
Myeloid diff MLP GFP+ MAC1+ % – also measured in Myeloid diff MLP; calls as there; GFP+ MAC1+ double positive, %; measured here: differentiation confirmed by MAC1 staining
Numbers without * were called inactive; i = inactive; ? = inconclusive; nt = not tested or not shown. Cut-off read from the data, not from the text of the source, unless noted: active = inhibition above about 50%; inactive = the rest. Outcome played no part in choosing rows; overall some 2.7% were active at least once.

SMILES | M17LAP inhibition | CSM14.1 death rescue | Myeloid diff MLP | Myeloid diff MLP GFP+ MAC1+ % | human PMI inhibition | XIAP antagonists | M1AAP inhibition | TNAP activators | PMI inhibition | LYP inhibition
COc1cc(NC(=O)c2cc3c(=O)n(C)c4ccccc4c3n2C)cc(OC)c1OC | -11% | -1.2% | i | 1.1 | 16% | -3.7% | 8% | 1.2 | 18% | -9%
CC(CO)NCC12CC3CC(CC(C3)C1)C2 (stereo not drawn) | -8% | -0.8% | i | 0.5 | 2% | -6.9% | -4% | 1.1 | -1% | -3%
S=C(NCCc1c[nH]c2ccccc12)NC1CC1 | 4% | 0.6% | i | 1.3 | -2% | -0.5% | 3% | 1.1 | 1% | -6%
CCS(=O)(=O)N1CCC(C(=O)NCCC2=CCCCC2)CC1 | 14% | -0.2% | i | 7.0 | 1% | -1.0% | 15% | 1.1 | 3% | 1%
CCOc1ccc2nc(CN3CCN(Cc4ccsc4)C(CCO)C3)ccc2c1 (stereo not drawn) | 2% | -2.5% | i | 0.7 | 3% | 0.9% | 4% | 1.1 | 11% | 2%
COC(=O)c1cnc(Oc2ccc(NC(=O)NC(=O)c3ccccc3Cl)cc2)cc1C(F)(F)F | 0% | nt | i | 0.8 | nt | nt | 10% | nt | nt | -8%
Cc1c(C(=O)Nc2ccc(Cl)cn2)oc2ccccc12 | 0% | -2.2% | i | 1.6 | -2% | -6.1% | -3% | 1.1 | -4% | 0%
CC(C)c1ccc(/C=C/C(=O)NCc2ccc(S(N)(=O)=O)cc2)cc1 | 1% | 4.5% | i | 0.1 | 0% | -6.1% | -5% | 1.1 | 6% | -7%
CCC(C)NC(=O)CSc1nc2scc(-c3ccccc3)c2c(=O)[nH]1 (stereo not drawn) | -2% | -1.4% | i | 0.4 | -1% | -4.4% | 0% | 1 | 2% | 5%
CCCCCCc1cc2cc(C(=O)NCc3ccccc3)c(=N)oc2cc1O | 4% | -0.1% | i | 0.7 | -18% | -3.7% | -7% | 1.3 | -3% | -4%
CN(C(=O)c1c(Br)cnn1C)C12CC3CC(CC(C3)C1)C2 | 2% | -1.3% | nt | nt | -6% | -3.4% | -1% | 1.2 | -2% | -7%
O=C1NC[C@H](c2ccccc2)N(CCc2cccc3ccccc23)C1=O | 8% | nt | i | 1.9 | nt | nt | 8% | nt | nt | -3%
CCOC(=O)N1CCC(N2CCN(CCC(C)C)C(CCO)C2)CC1 (stereo not drawn) | -3% | -0.3% | i | 0.1 | -1% | -4.2% | -1% | 1.1 | -7% | -11%
O=C(c1ncc[nH]1)c1cccs1 | 11% | nt | i | 0.4 | nt | nt | 1% | nt | nt | -2%
COc1ccc(OC)c(S(=O)(=O)N2CCC(C(=O)Nc3cc(C)ccc3C)CC2)c1 | -1% | -0.3% | i | 1.2 | -5% | -4.3% | -11% | 1.2 | -11% | -7%
COc1ccc(C(C)(C)C)cc1NC(=O)CCCn1c(=O)oc2ccccc21 | 14% | 0.1% | i | 0.8 | 18% | -8.5% | 17% | 1.1 | 10% | -4%
CCCOC(=O)C1[C@H]2C(=O)N(Cc3ccco3)C[C@]23C=C[C@H]1O3 (stereo partly drawn) | 4% | 1.8% | i | 0.7 | -8% | -8.7% | 15% | 1 | -8% | -9%
CCN(CC)S(=O)(=O)c1ccc(OCC(=O)NC2CCS(=O)(=O)C2)c([N+](=O)[O-])c1 (stereo not drawn) | 1% | -1.3% | i | 0.2 | -8% | -7.3% | -2% | 1.1 | -4% | -6%
Cc1ccc(S(=O)(=O)NCCCn2ccnc2)cc1 | -17% | -2.5% | i | 0.2 | -1% | -8.1% | 0% | 1.1 | -8% | -7%
COc1ccc(COCC(O)CN(Cc2ccco2)Cc2ccccc2O)cc1 (stereo not drawn) | 23% | 0.2% | i | 0.3 | 20% | -5.5% | 0% | 1.3 | 11% | -4%
O=C(/C=C/c1ccco1)N1CCN(c2ncccn2)CC1 | 24% | 0.5% | i | 0.3 | 1% | -5.8% | 9% | 1 | 5% | -3%
O=C(Nc1ccc(N2CCCCC2)cc1)c1cccnc1Cl | 0% | -1.2% | i | 3.9 | 8% | -16% | 6% | 1 | 8% | 0%
O=C(OCC(=O)N1CCN(Cc2ccccc2)CC1)c1ccc(Cl)cc1 | 8% | -2.8% | i | 0.2 | 1% | -9.9% | 5% | 1 | -2% | -3%
CCN(CC(=O)Nc1sc2c(c1C#N)CCC(C)C2)Cc1nc2ccccc2c(=O)[nH]1 (stereo not drawn) | 16% | 0.4% | i | 0.6 | 11% | -4.4% | -5% | 1.6 | 7% | 8%
O=C(Cn1c(-c2cncs2)nc2ccccc21)NCCc1ccccc1 | 7% | -1.0% | i | 2.2 | 4% | -1.2% | 10% | 1.1 | 5% | -2%
CN(C)C(=O)COC(=O)/C=C/c1ccccc1[N+](=O)[O-] | 6% | -0.9% | i | 1.9 | -3% | -5.0% | 6% | 1.2 | -1% | -8%
COC(=O)C1=C(C)NC(C)=C(C(=O)OC)C1C1CC=CCC1 (stereo not drawn) | 12% | -1.5% | i | 1.0 | -2% | -11% | 6% | 1 | -8% | 1%
O=C(NC(=S)Nc1ccc(Br)cn1)c1cccnc1 | 3% | nt | i | 0.4 | nt | nt | 4% | nt | nt | -6%
CCCCN(C(=O)Oc1ccccc1)C1CCS(=O)(=O)C1 (stereo not drawn) | -6% | nt | i | 0.5 | nt | nt | -1% | nt | nt | -5%
CC(=O)N1C(=O)C2(Nc3ccccc3N2)c2ccccc21 | 2% | 5.3% | i | 0.6 | 13% | -1.9% | 15% | 1.1 | 1% | -1%
O=C(CSc1nnc(-c2ccc(Br)cc2)o1)Nc1cccc2ccccc12 | -5% | 2.2% | i | 3.3 | 14% | -4.6% | 1% | 1.1 | 7% | -2%
Cc1ccc(OCC(=O)c2cc(C)n(CC(F)(F)F)c2C)c([N+](=O)[O-])n1 | 0% | 0.0% | ? | nt | 16% | -1.7% | 7% | 1 | 29% | -2%
CN(C)CCCNC(=O)c1ccc(-c2nc(-c3ccc(Cl)cc3)cs2)cc1 | -11% | -3.3% | i | 0.5 | -6% | -6.1% | 0% | 1 | -3% | -7%
COc1ccc(CC(=O)NC2CCN(CC(=O)N3CCCc4ccccc43)CC2)cc1OC | -9% | 5.4% | i | 2.1 | 17% | -11% | 2% | 1.1 | 9% | 0%
CC(NC(=O)c1cccs1)C(c1cccs1)N1CCOCC1 (stereo not drawn) | 4% | -1.7% | i | 5.3 | -6% | -8.3% | 4% | 1.1 | -15% | -4%
CCOC(=O)C1(CCc2ccccc2)CCN(C(=O)C2=C(C)OCCO2)CC1 | 2% | -0.4% | i | 0.1 | 14% | -3.0% | 10% | 1.1 | 11% | -1%
CCC(=O)N/N=C/c1ccc(-c2ccc([N+](=O)[O-])cc2)o1 | 16% | -1.6% | i | 0.5 | 20% | -12% | 13% | 1 | 14% | 0%
Cc1ccc(CSCC(=O)NN=C2CCN(C)CC2)cc1 | 1% | 12% | i | 0.7 | 14% | -1.0% | -2% | 1.2 | 31% | -6%
CN(C(=O)COC(=O)CNC(=O)c1ccc(Cl)cc1Cl)c1ccccc1 | -5% | 0.8% | i | 0.4 | 1% | -12% | 1% | 1.1 | -2% | -3%
c1ccc(-n2nnnc2SCc2cccc(CSc3nnnn3-c3ccccc3)n2)cc1 | -2% | -1.6% | i | 1.0 | 4% | -3.5% | 1% | 1.1 | 2% | 1%
CC(C)(Oc1ccc(Cl)cc1)C(=O)NCc1ccc(S(N)(=O)=O)cc1 | 0% | -0.3% | i | 0.4 | 0% | -3.0% | 7% | 1.2 | 2% | -4%
O=C(CN1C(=O)/C(=C\c2cccs2)SC1=S)Nc1cccc(C(=O)O)c1 | 12% | nt | i | 0.3 | nt | nt | 10% | nt | nt | -3%
CC1(C)CCCN(C(=O)c2ccc3c(c2NCCO)C(=O)c2ccccc2C3=O)C1 | 4% | -3.5% | i | 0.4 | 14% | -4.5% | 13% | 0.8 | 15% | -2%
CCCCNC(=O)c1ccc(CS(=O)(=O)c2cccc(C(F)(F)F)c2)o1 | -11% | -1.0% | i | 2.1 | 11% | 0.6% | 5% | 1.1 | 10% | -10%
COC(=O)c1cnn(-c2cc(Oc3cccc(C)c3)ncn2)c1N | -7% | 1.4% | i | 1.0 | 0% | -25% | 1% | 1.1 | 0% | -2%
N#Cc1nc(-c2ccccc2Cl)oc1N1CCOCC1 | 17% | -3.1% | i | 6.5 | 12% | -3.6% | 6% | 1 | 9% | -2%
COc1ccc(C2CC2/C(C)=N/OC(=O)C2CC2)cc1 (stereo not drawn) | -6% | nt | i | 0.7 | 2% | -8.1% | -3% | 1.2 | 4% | -5%
COc1ccc(C(=O)c2oc3ccc(OC)cc3c2N)cc1 | -19% | nt | i | 3.4 | 4% | -4.0% | 6% | 0.9 | 2% | 4%
Cc1nc2oc3c(NCc4ccccc4)ncnc3c2c2c1COC(C)(C)C2 | -11% | 3.9% | i | 2.6 | 21% | -2.8% | 6% | 1 | 20% | -3%
Cc1nc2ccccc2n1C1CCN(CC(=O)Nc2ccccc2Br)CC1 | nt | 9.6% | i | 0.4 | 5% | -2.4% | nt | 1 | 1% | -6%
COc1ccc(C/C(O)=C(\C#N)c2nc3ccccc3[nH]2)cc1OC | 16% | -0.1% | i | 2.5 | -6% | -2.7% | 5% | 1 | 1% | 3%
COc1ccc(/C=C/C(=O)Nc2ccccc2C(F)(F)F)cc1 | 4% | -2.9% | i | 1.0 | 9% | -12% | 7% | 1 | 3% | -1%
Nc1cc(=O)[nH]c(SCc2nnc(-c3ccccc3)o2)n1 | 18% | 1.9% | i | 0.8 | 2% | -6.2% | 11% | 1.1 | 0% | -9%
CCC(=O)NC1=C(Cl)C(=O)C(NC(=O)CC)=C(Cl)C1=O | -6% | nt | i | 0.7 | nt | nt | 8% | nt | nt | -4%
COc1ccc(C(=O)OCC(=O)c2cc(OC)ccc2OC)c(OC)c1 | 8% | 1.5% | i | 0.7 | -3% | -4.6% | 3% | 0.9 | -3% | -6%
O=C(Nc1cccnc1)c1ccc(S(=O)(=O)N2CCCCCC2)cc1 | -8% | 0.1% | i | 0.9 | -3% | -1.7% | 2% | 1.1 | -4% | -10%
Cc1c(NS(=O)(=O)c2ccc(Cl)c(C(=O)OC(C)C(=O)N3CCOCC3)c2)c(=O)n(-c2ccccc2)n1C (stereo not drawn) | 18% | 0.1% | i | 0.3 | 0% | -2.9% | 13% | 1.1 | -3% | -8%

From PubChem BioAssay
